Screens from PubChem BioAssay.
PNC inhibitor = High Content Assay for Compounds that inhibit the Assembly of the Perinucleolar Compartment | PC3M PTB-GFP, PNC prevalence imaging, 16 h; hits give low values | activity change (PNC), negative = inhibition, % at 10 µM | 140,000 tested, 3.1% active;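 active = readout at or below -70, meaning at least 70% loss of cells showing the perinucleolar compartment, a nuclear body marking cancer cells; inconclusive = readout between -30 and a set limit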;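 also: plate controls were DMSO wells for no effect and camptothecin positive control wells for full effect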
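Read-out is percentage of cells bearing a perinucleolar compartment, from automated 20x imaging of fixed, Hoechst-stained PC3M PTB-GFP cells. Cells were seeded 4 h, then exposed 16 h to compound (23 nl of library stock) in duplicate plates.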
12-hLO inh = qHTS Assay for Inhibitors of 12-hLO (12-human lipoxygenase); Polyunsaturated fatty acid lipoxygenase ALOX12 (Homo sapiens), P18054; purified 12-hLO, xylenol orange hydroperoxide absorbance; Potency, µM (titrated, usually from 57.1 µM), for the others: at the highest dose activity change, negative = inhibition, actives largely listed as inhibitors; 150,000 tested, 0.12% active; AID 1452, 2008; also: potency is read from the fitted curve at half-maximal effect; nearly all actives have a fitted effect of over 55% in size; many of its hits are not listed in these tables
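150 nM 12hLO, 25 mM Hepes pH 7.0 + 0.01% Triton X-100; cpd preinc 15 min RT; 40 uM arachidonic acid, 30 min RT; Fe-XO 30 min; A573/A405 ratio as read-out.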
ALOX15B inhib = qHTS Assay for Inhibitors of 15-hLO-2 (15-human lipoxygenase 2); Polyunsaturated fatty acid lipoxygenase ALOX15B (Homo sapiens), O15296; purified 15hLO-2, xylenol orange hydroperoxide absorbance; Potency, µM (top dose mostly 57.1 µM), without a hit: top-dose activity change, negative = inhibition, usual class: inhibitors; 110,000 tested, 0.56% active; also: potency is read from the fitted curve at half-maximal effect; nearly all actives have a fitted effect of over 60% in size; many of its hits are not listed in these tables
Target sequence (O15296 whole entry, looked up): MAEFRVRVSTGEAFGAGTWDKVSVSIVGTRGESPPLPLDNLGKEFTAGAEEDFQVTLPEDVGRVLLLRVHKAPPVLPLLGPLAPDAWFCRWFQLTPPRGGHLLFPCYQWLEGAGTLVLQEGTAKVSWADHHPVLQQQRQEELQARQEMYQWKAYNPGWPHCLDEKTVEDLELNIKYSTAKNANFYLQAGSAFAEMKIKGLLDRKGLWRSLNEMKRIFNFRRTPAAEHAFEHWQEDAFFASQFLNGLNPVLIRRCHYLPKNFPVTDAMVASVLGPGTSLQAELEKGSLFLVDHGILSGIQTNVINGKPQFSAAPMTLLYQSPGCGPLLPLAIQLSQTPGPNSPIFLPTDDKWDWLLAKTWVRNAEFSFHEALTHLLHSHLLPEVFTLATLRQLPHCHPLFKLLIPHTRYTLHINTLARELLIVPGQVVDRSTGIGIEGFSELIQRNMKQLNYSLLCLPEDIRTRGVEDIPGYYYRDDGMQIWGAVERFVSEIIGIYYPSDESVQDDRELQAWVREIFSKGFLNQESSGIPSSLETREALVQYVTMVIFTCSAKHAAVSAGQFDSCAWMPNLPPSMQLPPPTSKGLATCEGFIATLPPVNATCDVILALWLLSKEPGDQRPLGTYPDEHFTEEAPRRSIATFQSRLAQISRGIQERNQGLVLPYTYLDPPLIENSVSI
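Read-out: hydroperoxide product oxidises ferrous iron, measured as xylenol orange complex via the 573-to-405 nm absorbance ratio after 30 min. Reaction: 50 nM enzyme, 15 min compound preincubation, 45 uM arachidonic acid, 90 min RT, Hepes pH 7.5 with Triton X-100.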
IMPase cell inh = qHTS Assay for Identifying the Cell-Membrane Permeable IMPase Inhibitors | CHO-M1 cells, IP1 accumulation, HTRF TR-FRET ratio | 120,000 tested, under 10 active | inhibition (IP1 accumulation), % at 46.1 µM | Inositol monophosphatase 1 (Rattus norvegicus), P97697; active = well fitted curve in the direction sought with a large enough effect in the signal ratio, not every such curve was filed as active; inconclusive = small, poorly fitted or top-dose-only effect, or a change in a side signal; inactive = no such curve, though single readings can be large or run the other way; the % refers to the signal ratio;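 also: cells stimulated with carbachol in lithium chloride buffer; plate controls were DMSO basal wells for no effect and reference inhibitor wells for full effect; higher means more IMPase inhibition seen as more IP1 and lower FRET ratio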
Target sequence (P97697 whole entry, looked up): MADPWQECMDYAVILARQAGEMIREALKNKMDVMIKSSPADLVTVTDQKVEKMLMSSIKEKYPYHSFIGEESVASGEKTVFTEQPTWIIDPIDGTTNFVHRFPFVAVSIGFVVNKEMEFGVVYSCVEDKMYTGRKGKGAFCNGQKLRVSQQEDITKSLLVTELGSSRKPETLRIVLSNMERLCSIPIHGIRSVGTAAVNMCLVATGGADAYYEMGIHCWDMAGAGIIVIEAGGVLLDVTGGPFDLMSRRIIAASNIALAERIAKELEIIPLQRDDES
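In this qHTS, compounds (final up to 46 uM) act on CHO-M1 cells that are then activated through the M1 receptor with carbachol, in pH 7.4 buffer containing 50 mM LiCl, for 30 min. IP1 accumulation is quantified by the IP-One immunoassay.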
Starred values were filed as active, the others as inactive; ? = inconclusive; . = not tested or not shown; & = joins results of further samples; [ ] = remark or other dose. Unless noted, calls follow the shape of the dose curve; as a rule, active = well fitted curve in the direction sought with a large enough effect; inconclusive = small, poorly fitted or top-dose-only effect, or another doubt; inactive = no such curve, though single readings can be large; an effect the other way counts as inactive or inconclusive. Unless noted, % is scaled to controls: 0 for no effect and ±100 for the full control effect. An excerpt; count on the stated rates, not on these rows.

SMILES	PNC inhibitor	12-hLO inh	ALOX15B inhib	IMPase cell inh
CN1CN=C(N[N+](=O)[O-])N(Cc2ccco2)C1	-15	0%	.	.
CN(C(=O)Cc1ccc(Cl)c(Cl)c1)[C@H](CN1CCCC1)c1ccccc1	.	-3%	42%[activator]	2
c1ccc(-c2nnc(SCc3nc4ccccc4[nH]3)o2)cc1	26	1%	21%	?
CCN(CC)c1ccc(N=Cc2c(O)n(-c3ccc(Cl)cc3)c(=O)[nH]c2=O)cc1	-23	-16%	-26%	4
c1ccc2sc(C3CCCNC3)nc2c1 (stereo not drawn)	12	4%	2%	5
Fc1ccc(CCNCc2ccc(Cl)c(Cl)c2)cc1	32	-8%	-4%	5
Cc1sc(-n2c(C)cc(C=C3C(=O)NC(=O)NC3=O)c2C)c(C#N)c1C	24	0%	.	1
CC(C)=CCCC1(C)C=Cc2c(O)c3c(c(CC=C(C)C)c2O1)OC12C(=CC4CC1C(C)(C)OC2(C/C=C(/C)C(=O)O)C4=O)C3=O (stereo not drawn)	.	-11%	?	.
COC(=O)/C(C)=C\CC12OC(C)(C)C3CC(C=C4C(=O)c5c(OC)c6c(c(CC=C(C)C)c5OC431)OC(C)(CCC=C(C)C)C=C6)C2=O (stereo not drawn)	.	-9%	-22%	.
Cc1ccc(N(C)C(=O)Oc2cccc3cccnc23)cc1	-15	-1%	-6%	-1
CCOC(=O)C1C2NC(=O)N(Cc3ccccc3)C1(C)Oc1c(OC)cccc12 (stereo not drawn)	38	-3%	2%	7
CCC(=O)O[C@@H]1[C@@H](OC(C)=O)[C@@]2(O)C(C[C@H](O)C2(C)C)[C@](C)(O)[C@H]2CC[C@@H]3[C@@H](O)[C@]12C[C@@]3(C)O (stereo partly drawn)	?	-2%	.	.
COc1ccc2c(c1O)-c1cccc3c1[C@H](C2)N(C)CC3	.	-2%	14%	3
CCc1cc2c(s1)NC(=O)CN=C2c1cccs1	28	-8%	-10%	-8
c1ccc2[nH]c(CCNC3CCCCC3)nc2c1	4	4%	42%[activator]	1

Compounds from the list above with a Cl atom, in the order listed:
SMILES	PNC inhibitor	12-hLO inh	ALOX15B inhib	IMPase cell inh
CN(C(=O)Cc1ccc(Cl)c(Cl)c1)[C@H](CN1CCCC1)c1ccccc1	.	-3%	42%[activator]	2
CCN(CC)c1ccc(N=Cc2c(O)n(-c3ccc(Cl)cc3)c(=O)[nH]c2=O)cc1	-23	-16%	-26%	4
Fc1ccc(CCNCc2ccc(Cl)c(Cl)c2)cc1	32	-8%	-4%	5

(continued)
SMILES	PNC inhibitor	12-hLO inh	ALOX15B inhib	IMPase cell inh
O=[N+]([O-])c1ccc(N2CCNCC2)c2ncccc12	1	2%	7%[11.4 µM]	-7[1.84 µM]
CC(C)C12CN3CCN(CC(C3)C1O)C2 (stereo not drawn)	?	-9%	-1%	10
CCOC(=O)Cn1cc([N+](=O)[O-])nc1[N+](=O)[O-]	?	-5%	-5%	-2
CC(C)COC(=O)c1ccccc1C(=O)OCC(C)C	.	-4%	-2%	.
CN1C(=O)NC(=O)[C@]2(Cc3ccccc3N3CCN(c4ccccc4)CC32)C1=O (stereo partly drawn)	9	-5%	?	-3
O=c1[nH]c(=O)n(-c2cccc(Cl)c2)c(O)c1C=NCCN1CCCCC1	-12	-2%	8%	9
COCCCn1c(-c2ccc(OC)cc2)cc(C(=O)NC2CCCCCCC2)c1C	-20	-2%	.	.
COc1ccc(N2C(=O)CC(N3CC=C(c4ccccc4)CC3)C2=O)cc1 (stereo not drawn)	?	-7%	-14%	-7
CC1CN=C(Nc2ccc(N(C)C)cc2)S1 (stereo not drawn)	1	4%	5%	25
CN1C[C@@H](CS(=O)(=O)N(C)C)C[C@H]2c3cccc4c3c(cn4C)C[C@@H]21	.	-3%	4%	6
Nc1cc(Cl)cc(C(=O)O)c1Cl	.	-5%	4%	.
O=C(Cc1ccccc1)N1CCN(C/C=C/c2ccccc2)CC1	-9	-4%	8%	1
C=C(C)[C@H]1C2C(=O)O[C@H]1[C@H]1OC(=O)[C@@]34O[C@@H]3C[C@]2(O)[C@@]14C	.	2%	2%	-4
CN(C)C=C1C(=O)N(C2CCCCC2)C(=O)N(C2CCCCC2)C1=O	29	0%	9%	5
O=S(=O)(O)c1cc(O)ccc1O	.	-2%[25.6 µM]	5%[25.6 µM]	3[20.6 µM]
CC(C(=O)N1CCC2(CC1)OCCO2)C1Sc2ccccc2NC1=O (stereo not drawn)	?	-6%	-1%	-6
c1ccc2c(c1)CCNC2	.	3%	-13%	.
OCCCCO	.	-3%	-2%	.
CN1c2ccc([N+](=O)[O-])cc2CC2(C(=O)NC(=O)N(c3ccccc3)C2=O)C1c1ccccc1 (stereo not drawn)	?	-6%	.	-4
Cc1cc(N2C(=O)C3CCCN3C2c2sccc2C)no1 (stereo not drawn)	-1	-8%	6%	-2
CN1C(=O)C(Cc2ccc3c(c2)OCO3)C(=O)N(C)C1=O	-12	-12%	-1%	10
CCC(=Nc1ccc(OC)cc1OC)c1c(O)n(C2CCCCC2)c(=O)[nH]c1=O	29	-29%	-12%	13
COc1cc(C(=O)Nc2ccc(Br)cc2C(=O)c2ccccc2)cc(OC)c1OC	56	6%	14%	-2
Cn1cnc(CCN)c1	.	-1%	-3%	-1
c1cncc(C2CCCCN2Cc2ccc3c(c2)OCO3)c1 (stereo not drawn)	45	1%	1%	-2
CCCN1CCc2cccc3c2[C@@H]1Cc1ccc(O)c(O)c1-3	.	?	?	3
Clc1ccc2c(c1)CCc1cccnc1C2=C1CCNCC1	-28	-2%[0.00818 µM]	53%[activator][0.0915 µM]	20
CCN(CC)CCCN=C(C)c1c(O)n(-c2ccccc2)c(=O)[nH]c1=O	?	-2%	-2%	1
O=c1[nH]c(=O)n(Cc2ccco2)c(O)c1C=NC1CC1	32	-6%	1%	5
N#Cc1ccc(N2CCNCC2)c(F)c1	-23	-3%	1%	6
c1ccc(N2CCCC3(CCNCC3)C2)nc1	.	-2%	10%	.
Clc1ccc([C@@H]2C[C@H]3CC[C@@H]2N3)cn1	.	-1%[0.00818 µM]	16%	1
O=c1cccc2n1CC1CC2CN(C(c2cccc(F)c2)c2sc3ncnn3c2O)C1 (stereo not drawn)	4	4%	0%	-5
CC(C)c1c(CN(C)[C@@H](C)Cc2ccccc2)n(C)n(-c2ccccc2)c1=O	.	-2%[25.6 µM]	0%[25.6 µM]	?
CCOc1ccc(Br)c(C2(O)CC(C)N(C)CC2C)c1 (stereo not drawn)	32	5%	21%	6
CCOP(=S)(OCC)SCn1c(=O)oc2cc(Cl)ccc21	.	-7%	?	.
NCCc1cc(O)c(O)cc1O	.	-6%	-10%	.
COc1cc2[nH]c(=O)n(-c3ccc(C)cc3)c(=O)c2cc1OC	-25	-1%	-3%	4&-10
Cc1cc(C)c(C(=O)CN2CCOCC2)c(C)c1	-11	-4%	-12%	6
O=C1/C(=C/c2ccc3c(c2)OCO3)N2CCC1CC2	-13	3%	.	-1
CCn1c(=O)cc(OCC(=O)N2CCN(Cc3ccc4c(c3)OCO4)CC2)c2ccccc21	26	-1%	5%	7
O=C(CN1CC(c2ccccc2)CC1=O)Nc1ccc(F)cc1 (stereo not drawn)	?	2%	.	-13
Cc1nn(Cc2ccccc2)c(Cl)c1C(=O)NC1CCCc2ccccc21 (stereo not drawn)	-27	-2%	.	3
COc1ccccc1N(CC(=O)NC1CCCC1)C(=O)c1cnn(C(C)C)c1	34	-6%	.	-5
c1cncc(C2CCCCN2)c1 (stereo not drawn)	.	-3%	7%	.
O=C(CCCOc1ccc(Cl)cc1Cl)N1CCC2(CC1)OCCO2	28	-6%	-17%	10
CSc1nnc([C@@H](N)Cc2ccccc2)o1	?	2%	-2%	11
CCOC(=O)CC(SP(=S)(OC)OC)C(=O)OCC (stereo not drawn)	.	-18%	-6%	.
CCc1ccc(/C=C(/C#N)C(N)=S)cc1	42	-25%	.	.
CCOP(=O)(OCC)C1(O)C(=O)Nc2ccccc21 (stereo not drawn)	-18	-2%	.	.
Cc1nn(Cc2ccccc2Cl)c(C)c1C(=O)NC1CCCc2ccccc21 (stereo not drawn)	-28	-4%	.	.
CN1C(=O)C(=Cc2ccccc2OCc2ccccc2Cl)C(=O)N(C)C1=O	?	-8%	.	6
COc1ccc(CN2CCN(C(=O)Cc3ccccc3)CC2)c(OC)c1	11	1%	.	.
CC1CCC(C(C)C)C(OP(N)(=O)c2ccccc2)C1 (stereo not drawn)	7	0%	-4%	8
Cc1ccc2nc3c(cc2c1)CC1(C(=O)N(C)C(=O)N(C)C1=O)C1COCCN31 (stereo not drawn)	7	-2%	-3%	1
CCCC(C)C1(CC)C(=O)NC(=Nc2ccc(F)cc2)NC1=O (stereo not drawn)	?	-4%	-2%	9
O=c1c2ccccc2nc(-c2ccco2)n1-c1cccnc1	?	2%	-2%	0
Cl/C=C\Cl	.	-1%	-11%	.
COc1ccc(N=Cc2c(O)n(CC3CCCO3)c(=O)[nH]c2=O)cc1 (stereo not drawn)	47	2%	.	.
CCCCCCn1c(O)c(C=NCCCn2ccnc2)c(=O)[nH]c1=O	-3	4%	20%	1

Other records follow.
SMILES	PNC inhibitor	12-hLO inh	ALOX15B inhib	IMPase cell inh
COc1ccccc1CCNCc1cc2c(cc1[N+](=O)[O-])OCO2	41	-8%	11%	9
CC(CO)(CO)N=Cc1c(O)n(-c2cccc3ccccc23)c(=O)[nH]c1=O	-24	-5%	-4%	-4
O=S1(=O)N(CCN2CC=C(c3c[nH]c4cc(F)ccc34)CC2)c2cccc3c2N1CCC3	.	-7%	27%	7
CCc1ccc2c(CN3CC=C(c4ccccc4)CC3)cc(=O)oc2c1	-19	-16%	.	.
Cn1ccnc1P(=S)(c1nccn1C)N1CCOCC1	10	-2%	-3%	2
CCC(=NC1CC1)c1c(O)n(-c2ccc(OC)cc2)c(=O)[nH]c1=O	-20	4%	-6%	-4
COc1ccc(C2NCc3ccc4c(c3-n3cccc32)OCO4)cc1OC (stereo not drawn)	21	0%	9%	11
COc1cccc(-n2c(O)c(C=Nc3c(C)n(C)n(-c4ccccc4)c3=O)c(=O)[nH]c2=O)c1	17	0%	.	.
O=C(Cn1ncc2c3ccccc3n(Cc3ccccc3)c2c1=O)N1CCC2(CC1)OCCO2	15	5%	6%	?
COc1cc(C2SCC(=O)Nc3c2c(=O)[nH]n3C2CCCCCC2)cc(OC)c1OC (stereo not drawn)	-9	-3%	-10%	-3
CC1(C)N=C(c2ccccc2)[C@@H]2C(c3ccc([N+](=O)[O-])cc3)N21 (stereo partly drawn)	1	3%	.	.
CCOC(=O)C1=C(N)Oc2c(c(=O)oc3ccccc23)C12C(=O)N(C)c1ccccc12 (stereo not drawn)	-23	-3%	-15%	-2
CC[C@@]1(O)C(=O)OCc2c1cc1n(c2=O)Cc2cc3ccccc3nc2-1	.	4%	12%	?
CN1C(=O)NC(=O)C(C)(C2=CCCCC2)C1=O (stereo not drawn)	.	-3%[0.00818 µM]	11%[0.0915 µM]	.
CC12CN3CN(C1)CC(C)(C3)C2=NO	?	-1%	.	.

Whole records, looked up by structure:
`Cn1ccnc1P(=S)(c1nccn1C)N1CCOCC1` in the list: PNC inhibitor: 10; 12-hLO inh: -2%; ALOX15B inhib: -3%; IMPase cell inh: 2
`CC[C@@]1(O)C(=O)OCc2c1cc1n(c2=O)Cc2cc3ccccc3nc2-1` in the list: PNC inhibitor: .; 12-hLO inh: 4%; ALOX15B inhib: 12%; IMPase cell inh: ?
